MCL1 BIM primary – inhibitors of MCL1 binding to BIM-BH3, primary screen, biochemical, fluorescence polarization. AID 2057, 2009. hit rate 0.68% among 320,000. inhibition, % at 10.9 µM. GST-MCL1 / FITC-Bim-BH3 fluorescence polarization;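 active = inhibition above the mean inhibition of all tested compounds plus 3 SD, set per campaign, cut at about 40% in these data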;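 note: 0% = DMSO wells and 100% = unlabeled Bim-BH3 peptide control; higher means more loss of mP so more displacement of Bim peptide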
GSTO1 inh – inhibitors of recombinant GSTO1, primary screen, counter-screen for RBBP9 inhibitor project, biochemical, fluorescence polarization; AID 1974, 2009; hit rate 1.1% among 300,000; activity-based probe fluorescence polarization; inhibition, % at 5.96 µM;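 active = inhibition above the campaign mean inhibition plus 3 SD, cut at about 35% in these data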;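 note: 0% = GSTO1-1 with DMSO and 100% = wells lacking GSTO1-1 enzyme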
Target sequence (P78417 whole entry, looked up): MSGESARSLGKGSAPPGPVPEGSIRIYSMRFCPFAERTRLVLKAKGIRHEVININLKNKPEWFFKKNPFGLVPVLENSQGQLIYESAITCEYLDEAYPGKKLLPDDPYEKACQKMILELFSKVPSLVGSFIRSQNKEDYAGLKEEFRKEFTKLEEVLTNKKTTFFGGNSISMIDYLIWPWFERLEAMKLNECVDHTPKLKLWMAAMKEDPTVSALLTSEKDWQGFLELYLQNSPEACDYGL
PAD4 inh – human PAD4 inhibitors, primary screen, biochemical, fluorescence polarization, 1536-well format. Protein-arginine deiminase type-4 (Homo sapiens), Q9UM07. recombinant PAD4, RCA probe fluorescence polarization. inhibition, % at 6.36 µM. hit rate 0.41% among 330,000. AID 485272, 2010;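 active = percent inhibition above a cutoff equal to the mean of all tested compounds plus 3 SD, cut at about 15% in these data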;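 note: 0% = PAD4 with RCA probe and DMSO and 100% = probe without PAD4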
Fam108B counter – mouse Fam108B serine hydrolase inhibitors, primary screen, counter-screen for RBBP9 inhibitor project, biochemical, fluorescence polarization; recombinant Fam108B, FP-Rh probe fluorescence polarization; inhibition, % at 9.51 µM; hit rate 0.33% among 300,000;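 active = inhibition above the screen mean inhibition plus 3 SD, computed separately per campaign, cut at about 18% in these data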;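 note: inhibitors lower polarization as less probe binds the enzyme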
MEX-5 binding – MEX-5 zinc finger RNA-binding disruptors – biochemical, C. elegans, fluorescence polarization, MLPCN library, primary screen | Zinc finger protein mex-5 (Caenorhabditis elegans), Q9XUB2 | MEX-5/FITC-TCR2 RNA binding; active compounds read low | activity score (negative = inhibition of binding), % at 10 µM | hit rate 0.38% among 300,000;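 active = inhibition past about -25% in most replicates, and total fluorescence under double the plate's negative control median, limit read from the data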;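 note: 0% = DMSO and -100% = 5 µM competing unlabeled TCR2 RNA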
TPT1 inhibitor – Candida albicans TPT1 enzyme inhibitors, primary screen, biochemical, fluorescence polarization; hit rate 0.81% among 300,000; recombinant caTPT1, FP RNA substrate dephosphorylation; inhibition, % at 5 µM;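 active = inhibition above the mean of all tested compounds plus 3 SD, set per screening campaign, cut at about 24% in these data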;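 note: plate controls were DMSO alone for no effect and ferristatin control at 100 nM for full effect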
PME-1 inh – PME-1 inhibitors via competitive probe labeling, primary screen, biochemical, fluorescence polarization, FP-Rh probe, HTS; recombinant PME-1; inhibition, % at 5.9 µM; hit rate 0.53% among 320,000;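 active = inhibition above the campaign mean of all compounds plus 3 SD, cut at about 26% in these data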;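 note: competitive labeling of PME-1 active site by serine hydrolase directed probe; 0% = PME-1 with DMSO and 100% = wells lacking PME-1 enzyme; inhibitors block probe labeling so polarization falls and inhibition rises; many of its hits are not listed in these tables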
GLD-1 RNA inh – GLD-1/TGE RNA complex disruptors, primary screen, biochemical, fluorescence polarization. Female germline-specific tumor suppressor gld-1 (Caenorhabditis elegans), Q17339. purified GLD-1 + fluorescein TGE RNA. inhibition, % at 5.96 µM. hit rate 0.44% among 320,000. AID 2280, 2010;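 active = percent inhibition above a per-plate cutoff, the plate mean of test compounds plus 3 SD, cut at about 30% in these data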;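 note: 0% = DMSO wells with GLD-1 and probe and 100% = wells lacking GLD-1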
Target sequence (Q17339 whole entry, looked up): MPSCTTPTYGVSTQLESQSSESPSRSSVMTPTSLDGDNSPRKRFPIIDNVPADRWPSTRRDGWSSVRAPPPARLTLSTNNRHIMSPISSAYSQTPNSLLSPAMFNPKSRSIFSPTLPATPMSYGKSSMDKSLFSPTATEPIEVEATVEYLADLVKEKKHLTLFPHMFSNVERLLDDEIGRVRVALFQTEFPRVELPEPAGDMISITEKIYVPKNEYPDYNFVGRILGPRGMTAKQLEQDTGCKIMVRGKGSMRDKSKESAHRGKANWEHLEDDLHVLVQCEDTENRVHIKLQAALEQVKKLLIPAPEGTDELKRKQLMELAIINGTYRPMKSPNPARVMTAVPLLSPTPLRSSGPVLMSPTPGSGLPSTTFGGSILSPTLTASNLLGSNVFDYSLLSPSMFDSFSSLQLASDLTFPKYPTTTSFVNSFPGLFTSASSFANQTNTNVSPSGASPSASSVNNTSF
Bcl-xL primary – inhibitors of human Bcl-xL, primary screen, biochemical, fluorescence polarization, HTS; inhibition, % at 10.9 µM; Bcl-2-like protein 1 (Homo sapiens), Q07817; hit rate 0.7% among 320,000; GST-Bcl-xL / FITC-Bim BH3 peptide fluorescence polarization;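 active = inhibition above the mean of all tested compounds plus 3 SD, cutoff set per campaign, cut at about 30% in these data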;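 note: 0% = DMSO wells and 100% = unlabeled Bim-BH3 peptide competitor; inhibitors lower millipolarization by displacing the labeled peptide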
Target sequence (Q07817 whole entry, looked up): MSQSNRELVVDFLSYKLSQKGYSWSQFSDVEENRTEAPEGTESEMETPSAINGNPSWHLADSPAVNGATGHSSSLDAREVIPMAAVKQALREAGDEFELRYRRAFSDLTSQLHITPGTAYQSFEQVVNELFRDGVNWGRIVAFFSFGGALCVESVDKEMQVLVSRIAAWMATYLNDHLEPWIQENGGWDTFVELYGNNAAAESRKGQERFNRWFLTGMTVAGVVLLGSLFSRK
Numbers without * were called inactive; . = not tested or not shown.

Second line of a record – MCL1 BIM primary, GSTO1 inh, PAD4 inh, Fam108B counter, MEX-5 binding, TPT1 inhibitor, PME-1 inh, GLD-1 RNA inh, Bcl-xL primary
1: CCOc1ccc(N2C(=O)CC(Sc3ncccn3)C2=O)cc1 (configuration not stated)
  11, 1, -4, 8, 1.2, 2, 2, 1, 6
2: Nc1[nH]n2c(=O)c3c(nc2c1N=Nc1ccccc1)CCCC3
  11, 14, -6, 1, -2.4, -1, 5, -3, 13
3: N#Cc1ccc(Cl)cc1NC(=O)COC(=O)[C@H](CCC(N)=O)NC(=O)c1ccc(F)cc1
  4, 5, 7, -6, -1.1, -1, -6, 1, 2
4: COCCNc1nc(C)c(C(C)=O)s1
  0, 6, -1, -1, 0.2, 2, 4, 1, 2
5: O=C(COC(=O)C1=NN(c2ccccc2)C(=O)CC1)NCc1ccccc1Cl
  5, ., 4, ., ., ., 4, 7, 9
6: CC1CCCN(C(=O)c2ccc(COc3ccccc3Br)cc2)C1 (configuration not stated)
  6, -3, 0, 0, 3.7, -3, 1, 6, 5
7: COc1ccc(N=Cc2sc3ccccc3c2Cl)cc1
  6, -3, -3, 1, -2.4, -1, 0, -1, 1
8: Cc1ccccc1Cn1nnc(C(=O)Nc2ccc3c(c2)OCCO3)c1N
  0, 2, 3, 1, -1.2, 0, 0, 1, -1
9: S=c1[nH]nc(-c2cccnc2)n1/N=C/C=C/c1ccccc1
  -16, 9, -2, -1, 2.0, 2, 2, 7, -24
10: O=C(O)CCCCCN1C(=O)/C(=C\c2ccncc2)SC1=S
  8, -6, -2, 3, 2.9, 2, -2, 8, 7
11: O=S1(=O)CCO[C@H]2Cc3ccccc3[C@H]2N1Cc1ccccc1F
  2, -1, -2, 2, -0.4, -1, 2, -6, 7
12: COc1ccc(C2OCC3(CO2)SC(=O)NC3=O)cc1 (configuration not stated)
  13, -4, -2, -4, 0.8, -3, -2, 7, 9
13: COc1cccc(Nc2c3c(nc4c(-c5ccccc5)c(C)nn24)CCC3)c1
  6, 6, 0, 2, -1.9, -3, 7, 3, 2
14: CSc1nnc(Cc2cc(=O)[nH]c(=O)[nH]2)n1-c1cccc(C)c1
  9, -1, -1, 0, 0.6, -3, -3, 4, 6
15: COc1ccc(OC)c(NC(=O)COC(=O)/C=C/c2ccccc2Cl)c1
  1, 14, -11, 4, -2.6, 3, -4, -2, 0
16: O=C1c2ccccc2C(Nc2ccccc2F)N1c1cccnc1 (configuration not stated)
  -3, 0, -5, 2, 1.5, -3, -1, 4, -2
17: COc1cccc(C(=O)NCC(c2cccnc2)N2CCN(c3ccccc3OC)CC2)c1 (configuration not stated)
  16, 7, -1, 7, -2.1, -4, 2, 7, 9
18: Cc1ccc(COc2coc(CN3CCN(C(=O)c4ccco4)CC3)cc2=O)cc1
  -1, 9, -3, 0, -1.0, 0, 2, 2, -1
19: CCCOc1ccc(OCCNC2CCCC2)cc1
  4, 0, 3, -1, -0.8, -5, 0, 0, -1
20: S=C(c1ccc(-c2ccc(Cl)cc2)o1)N1CCCCC1
  15, -3, -7, -2, 2.6, 0, 6, -1, 7
21: COC(=O)c1cc(S(=O)(=O)Nc2nn(C)c3cccc(F)c23)oc1C
  -6, -4, -1, 0, -3.1, -5, 1, 14, -3
22: COc1ccccc1-n1cnc2cc(NCc3ccccc3O)ccc21
  4, 17, 1, 8, 0.2, 0, 3, 1, 11
23: COc1cc(/C=C/C(=O)O)cc(S(=O)(=O)NCC2CCCO2)c1OC (configuration not stated)
  2, 3, 0, 4, -0.9, -3, -4, -1, 2
24: CC(C)(C)C(=O)Nc1ccc(C(=O)N/N=C/C2CC3C=CC2C3)cc1 (configuration not stated)
  -1, 2, -7, 1, -0.4, 0, 3, -1, -2
25: Cc1ccc(Cn2nnc3c(=O)[nH]c(C4CCN(C(=O)c5cccs5)CC4)nc32)cc1
  4, -3, -5, 1, 3.1, -2, 14, 11, 0
26: O=C(Cn1c(=O)oc2cc(S(=O)(=O)N3CCCCC3)ccc21)N1CCc2ccccc21
  0, 2, 6, 0, 0.9, 3, -6, -2, 0
27: CCCC1CCc2c(sc(NC(=O)OCC)c2C#N)C1 (configuration not stated)
  7, 0, -2, 5, -0.4, 6, 10, -3, -2
28: COC(=O)c1c(N2C(=O)CC(Sc3ncccc3C(=O)O)C2=O)sc(C)c1C (configuration not stated)
  3, 13, 2, 2, -1.2, 5, -2, 4, 5
29: O=C(O)CCN1C(=O)/C(=C\c2ccc(OCc3ccccc3)c(OCc3ccccc3)c2)SC1=S
  4, -2, -3, 0, -19, 2, 2, 6, 3
30: COc1ccc(C(=O)Nc2ccccc2N2CCOCC2)cc1S(=O)(=O)N1CCOCC1
  -54, ., 3, ., ., ., 5, -50, -39
31: COc1ccc(S(=O)(=O)N(C)CC(=O)N2CCCCCC2)cc1OC
  -2, -3, 0, -6, 0.4, 3, 4, 1, -2
32: Cc1ccc(CN(C)C(=O)C2CCC(=O)N(C3CCCCCC3)C2)cc1 (configuration not stated)
  0, -2, 2, 4, 0.0, -1, 0, 5, 4
33: CN(CC(=O)Nc1ccc(N2CCOCC2)cc1)C(=O)c1cc2c(s1)CCCC2
  -10, ., -1, ., ., ., 2, -5, -4
34: CCNc1nc(NCC)n2c(SCC(=O)Nc3ccccc3)nnc2n1
  -1, 15, 2, 1, -2.6, 1, -3, -3, -1
35: COc1cc(NC(=O)c2c(F)c(F)c(OC)c(F)c2F)ccc1NC(=O)c1cccs1
  0, -7, -3, -4, -0.2, -2, -1, 6, -6
36: Cc1cc2cc(CNS(=O)(=O)c3ccccc3)ccc2n1C
  47*, 5, 18*, 6, -1.1, -20, 3, 54*, 36*
37: CCn1cc(C(=O)NN)c(=O)c2cc(F)c(N3CCOCC3)cc21
  41*, -14, -2, 2, -0.2, 0, 0, -7, 7
38: Fc1ccc2cnc(-c3ccccc3)c(-c3cccc(C(F)(F)F)c3)c2c1
  -18, ., -5, ., ., ., -7, -3, -8
39: S=C(NCc1ccco1)Nc1ccc(Cl)cn1
  5, -2, -6, -1, 0.1, 3, 6, 1, -2
40: COc1ccc2[nH]c3c(=O)n(CCCN4CCOCC4)cnc3c2c1
  7, -8, -3, -3, ., -1, -1, 5, 8
41: O=C(O)CSc1ncn[nH]1
  3, 4, -4, 5, 1.2, -7, 1, 0, 5
42: CC(C)CC(NC(=O)c1ccccc1)C(=O)N/N=C/c1ccco1 (configuration not stated)
  14, 1, 0, 5, -4.9, 0, -1, -2, 9
43: Cc1ccc(Cl)c2sc(NC(=O)C3CC3)nc12
  0, 1, 2, -4, 3.2, -1, 0, 5, 1
44: NC(=O)COc1c(-c2ccc(Br)o2)oc2ccccc2c1=O
  2, 4, 1, 7, 0.3, 3, -6, -1, 2
45: O=C(NCCc1c[nH]c2ccccc12)c1cccc(S(=O)(=O)Nc2ccccc2Cl)c1
  1, 3, -2, 6, 0.3, 4, 11, 8, 7
46: CCOC(=O)CNC(=S)N(Cc1ccccc1)Cc1cccs1
  8, 11, 0, -3, 1.5, 2, 3, 8, 1
47: O=C(NC1CC1)C1C2C3C4CC5C3C5C4C12 (configuration not stated)
  5, -1, 6, -3, -0.4, -2, -3, 7, 6
48: Cc1ccccc1Cn1c(CN2CCc3ccccc3C2)nc2c1c(=O)n(C)c(=O)n2C
  5, 10, -5, -4, -0.3, 0, -1, 5, 3
49: OCCNCCNCc1ccc(-c2ccccc2)cc1
  -1, 0, -1, 2, -2.9, -2, 0, 0, 0
50: NC(=O)C1CCN(C(=O)c2ccc3c(=O)n(Cc4ccco4)c(SCC(=O)c4ccc(F)cc4)nc3c2)CC1
  7, 6, -1, -2, 0.5, -3, 2, 0, 5

Going on with the list.
Second line of a record – MCL1 BIM primary, GSTO1 inh, PAD4 inh, Fam108B counter, MEX-5 binding, TPT1 inhibitor, PME-1 inh, GLD-1 RNA inh, Bcl-xL primary
51: CN(C)C(C)(C)/C=C/C(O)(c1ccccc1)c1ccccc1
  -4, 9, 0, -1, -1.9, -3, -6, -3, 2
52: O=C(CCn1cnc2ccccc21)N/N=C/c1ccccc1O
  7, 4, -5, -1, -0.7, -1, -2, 5, 0
53: COc1cc(/C=N/NC(=O)CNc2n[nH]c(=O)[nH]c2=O)ccc1OCc1ccccc1
  0, 26, 2, -1, -0.8, -1, -1, 2, 3
54: COC(=O)CC(=O)CSc1nc(C)cc(C)c1C#N
  10, 7, -5, 9, -2.3, 0, -1, 7, 11
55: CCOc1cc(N2CCOCC2)c(OCC)cc1NC(=O)C(C)C
  -5, -5, 2, -2, -0.4, 0, 2, -6, -1
56: CCOC(=O)N=Nc1c(O)n(CC)c2ccccc12
  0, 5, 5, 2, 1.1, 0, -1, -3, 5
57: CSCCC(NC(=O)COc1ccccc1)C(=O)N1CCN(c2ccccc2F)CC1 (configuration not stated)
  2, 9, -2, 5, 1.0, -1, -14, -2, 1
58: Cc1cn(C2OC(COC(=O)c3ccccc3)C(O)C2O)c(=O)[nH]c1=O (configuration not stated)
  6, -4, 1, -5, 1.6, -1, -3, 1, 4
59: O=C(C1CCC(CNS(=O)(=O)c2ccc(F)cc2)CC1)N1CCOCC1 (configuration not stated)
  -3, 4, 1, -1, -0.4, 3, 4, -10, 0
60: COc1ccc(N2CCN(C(=O)C3CCCN(S(=O)(=O)c4cccc5cccnc45)C3)CC2)cc1 (configuration not stated)
  5, 4, -3, 3, -0.5, -1, 0, 3, 2
61: O=C(NC(=S)NNC(=O)c1ccco1)c1ccc(Br)cc1
  3, 3, 5, -3, 1.5, 1, 7, 1, 5
62: COc1cc(C(=S)N2CCOCC2)cc(OC)c1OC(=O)c1ccc(F)cc1
  5, 8, 0, 6, 0.1, 1, -3, -10, 5
63: COCCCNC(=O)COc1cc2c(c3oc(=O)c(C)c(C)c13)CCC(C)(C)O2
  0, 3, -3, -5, -3.2, -3, -1, -3, 3

Only part of the results is shown (hit frequency here may not be typical).
